# pPAFAH inh: inhibitors of human plasma PAF acetylhydrolase (pPAFAH); Q13093; recombinant pPAFAH, FP-rhodamine probe fluorescence polarization; inhibition, % at 3.39 µM; 330,000 compounds, 1.5% hits;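 active = inhibition above the mean inhibition across the screen plus 3 SD, cut at about 25% in these data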;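 also: inhibitors block binding of the rhodamine activity-based probe so polarization drops; 0% = enzyme with DMSO and 100% = wells lacking pPAFAH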
# LYPLA1 inh: blocks human lysophospholipase 1, a PME1 counter-screen; O75608; recombinant LYPLA1, FP-Rh probe fluorescence polarization; inhibition, % at 5.9 µM; 320,000 compounds, 0.16% hits;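 active = inhibition above the mean of all tested compounds plus 3 SD, set per campaign, cut at about 14% in these data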;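 also: inhibitors block serine hydrolase probe labeling of LYPLA1 so polarization falls; 0% = enzyme with DMSO and 100% = wells lacking LYPLA1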
# PAFAH2 FP inh: inhibitors of human PAFAH2 | Q99487 | recombinant PAFAH2, FP-rhodamine activity probe, fluorescence polarization | inhibition, % at 3.39 µM | 340,000 compounds, 0.99% hits | AID 492956;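 active = inhibition above the mean over all tested compounds plus 3 SD, cut at about 30% in these data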;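 also: inhibitors block probe labeling of enzyme so polarization drops; 0% = enzyme with DMSO and 100% = wells lacking PAFAH2 protein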
# LYPLA2 inh: LYPLA2 (human) inhibition in PME1 counter-screen; O95372; inhibition, % at 5.9 µM; recombinant LYPLA2, FP-Rh probe fluorescence polarization; AID 2177; 320,000 compounds, 0.38% hits;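 active = inhibition above the screen-wide mean plus 3 SD, limit set per campaign, cut at about 26% in these data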;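 also: 0% = LYPLA2 with DMSO and 100% = wells lacking LYPLA2 enzyme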
# PAFAH1B2 FP inh: blocks human PAF acetylhydrolase 1b catalytic subunit 2; P68402; recombinant PAFAH1B2, FP-rhodamine activity probe, fluorescence polarization; inhibition, % at 3.39 µM; 340,000 compounds, 1.2% hits; AID 492953;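 active = inhibition above the mean of all tested compounds plus 3 SD, cut at about 24% in these data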;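 also: 0% = enzyme with DMSO and 100% = wells lacking PAFAH1B2; many of its hits are not listed in these tables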
# GSTO1 counter: blocks human GSTO1 in RBBP9 counter-screen. recombinant GSTO1, activity-based probe fluorescence polarization. inhibition, % at 5.96 µM. 300,000 compounds, 1.1% hits. AID 1974;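 active = inhibition above the campaign mean inhibition plus 3 SD, cut at about 35% in these data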;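 also: 0% = GSTO1-1 with DMSO and 100% = wells lacking GSTO1-1 enzyme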
# Target sequence (P78417 whole entry, looked up): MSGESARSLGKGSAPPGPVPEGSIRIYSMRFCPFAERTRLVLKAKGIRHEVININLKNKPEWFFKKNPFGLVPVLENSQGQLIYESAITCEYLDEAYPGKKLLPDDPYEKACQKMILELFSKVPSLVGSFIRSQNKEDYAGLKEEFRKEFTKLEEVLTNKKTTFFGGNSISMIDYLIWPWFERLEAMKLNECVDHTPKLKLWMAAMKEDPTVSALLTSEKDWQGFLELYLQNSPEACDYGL
# PAFAH1B3 inh: PAFAH1B3 (human) inhibition. Q15102. recombinant PAFAH1B3, FP-rhodamine probe, fluorescence polarization. inhibition, % at 3.39 µM. 340,000 compounds, 0.28% hits;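 active = inhibition above the screen-wide average of all tested compounds plus 3 SD, cut at about 25% in these data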;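 also: 0% = enzyme with DMSO only and 100% = wells lacking PAFAH1B3 protein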
# PAD4 FP inh: PAD4 (human) enzyme inhibition | Q9UM07 | recombinant PAD4, RCA probe fluorescence polarization | inhibition, % at 6.36 µM | 330,000 compounds, 0.41% hits | AID 485272;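 active = percent inhibition above a cutoff equal to the mean of all tested compounds plus 3 SD, cut at about 15% in these data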;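 also: 0% = PAD4 with RCA probe and DMSO and 100% = probe without PAD4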
# PREPL inh: human PREPL enzyme inhibition. Q4J6C6. recombinant PREPL, fluorescence polarization activity-based probe. inhibition, % at 5.96 µM. 320,000 compounds, 0.68% hits. AID 2751; in the data active = inhibition above about 43%;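 also: 0% = enzyme with DMSO and 100% = wells lacking enzyme; many of its hits are not listed in these tables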
# Target sequence (Q4J6C6 whole entry, looked up): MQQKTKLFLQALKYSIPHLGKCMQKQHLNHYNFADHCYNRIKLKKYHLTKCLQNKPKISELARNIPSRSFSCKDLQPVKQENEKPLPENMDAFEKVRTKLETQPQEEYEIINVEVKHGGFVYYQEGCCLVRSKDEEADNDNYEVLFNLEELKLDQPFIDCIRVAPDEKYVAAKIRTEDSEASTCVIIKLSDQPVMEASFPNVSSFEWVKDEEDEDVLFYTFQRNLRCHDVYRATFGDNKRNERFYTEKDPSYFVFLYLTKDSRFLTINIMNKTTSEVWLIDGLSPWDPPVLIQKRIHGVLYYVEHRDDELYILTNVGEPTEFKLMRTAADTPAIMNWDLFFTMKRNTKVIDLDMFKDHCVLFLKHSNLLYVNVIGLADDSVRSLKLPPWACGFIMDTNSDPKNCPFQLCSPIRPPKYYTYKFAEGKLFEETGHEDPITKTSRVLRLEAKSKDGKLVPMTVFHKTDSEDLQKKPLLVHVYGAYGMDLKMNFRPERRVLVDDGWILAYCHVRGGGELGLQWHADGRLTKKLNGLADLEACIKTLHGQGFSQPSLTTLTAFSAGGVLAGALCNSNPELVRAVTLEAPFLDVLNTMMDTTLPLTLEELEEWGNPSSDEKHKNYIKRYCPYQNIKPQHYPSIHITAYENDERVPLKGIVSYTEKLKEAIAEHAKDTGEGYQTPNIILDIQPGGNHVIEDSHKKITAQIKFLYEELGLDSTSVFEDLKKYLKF
# Active calls of the source: *; x = no result given. The list is partial, so the mix of outcomes need not match the whole.
molecule	pPAFAH inh	LYPLA1 inh	PAFAH2 FP inh	LYPLA2 inh	PAFAH1B2 FP inh	GSTO1 counter	PAFAH1B3 inh	PAD4 FP inh	PREPL inh
CCCc1nn(-c2ccccc2)c2c1C(c1cccs1)C(C#N)=C(N)O2 (centres undefined)	0	4	4	0	2	7	10	-7	5
C/C=C(\C)C(=O)O[C@H](c1cc2ccc(=O)oc2cc1OC)[C@@H](O)C(C)(C)O	4	3	-9	3	6	x	0	-5	14
COc1ccc(C(=O)Nc2ccc3c(c2)nc(CN2CCCC2)n3C)cc1	2	0	6	3	2	-5	0	3	12
CCOC(=O)Cc1nnc(NC(=O)CSc2nnc3c4ccccc4n(C)c3n2)s1	-1	-6	15	-12	4	35*	3	-2	3
COc1ccccc1N1CCN(C(=O)CSc2nc(C)cc(=O)[nH]2)CC1	1	-1	0	2	-3	-3	0	4	-1
CC1(C)Cc2ccccc2C(=NC(Cc2c[nH]c3ccccc23)C(=O)O)N1 (centres undefined)	-7	1	7	-2	8	1	11	5	3
CC(C)n1c(C(F)(F)F)nc2cc(C(=O)N3CCCCC3)ccc21	6	0	-1	2	-4	7	4	0	0
O=C(c1cc(COc2c(F)cccc2F)on1)N1CCC(c2ccncc2)CC1	0	-1	8	12	2	7	11	3	1
CCOC(=O)c1cnc(=O)[nH]c1C	1	2	x	10	x	-1	x	-2	14
O=C1C(C=NC2CC2)=C(O)c2ccccc21	3	0	0	2	2	5	4	-3	-3
CC1=C(C(=O)OCc2ccccc2)C(c2ccccc2)NC(=O)N1 (centres undefined)	2	2	1	2	5	-11	9	4	-8
Cc1ccc2nc(-c3ccc(NC(=O)C(C)N4C(=O)c5ccccc5C4=O)cc3)sc2c1 (centres undefined)	-4	-22	-17	-46	2	-10	-8	-2	-3
COC(=O)c1ccc(/C=N/OCC(=O)NCCc2ccc(OC)c(OC)c2)cc1	5	5	3	8	-1	-10	2	2	4
CS(=O)(=O)c1ccc(C(=O)N2CCN(Cc3ccccc3)CC2)cc1	-1	2	4	-2	3	-4	6	-13	13
O=C(NCCC1=CCCCC1)C1CCN(S(=O)(=O)N2CCCC2)CC1	-4	-4	6	-14	4	2	10	1	1

# New compounds follow.
molecule	pPAFAH inh	LYPLA1 inh	PAFAH2 FP inh	LYPLA2 inh	PAFAH1B2 FP inh	GSTO1 counter	PAFAH1B3 inh	PAD4 FP inh	PREPL inh
CCc1nnc(NC(=O)CSc2nnc(C(C)NC(=O)c3ccccc3F)n2C)s1 (centres undefined)	-2	-2	2	-6	3	-3	8	1	2
Cc1cc(C)c(C)c(S(=O)(=O)NCC(=O)N2CCCC2)c1C	10	-4	3	1	3	2	9	-8	5
COC(=O)c1cccc(-n2sc3ccccc3c2=O)c1	3	1	0	6	3	x	9	55*	2
CC(OC(=O)c1cccc(S(=O)(=O)Nc2cccc(C(F)(F)F)c2)c1)C(=O)Nc1ccc2c(c1)OCCO2 (centres undefined)	17	-10	-10	-17	-4	-7	-1	-1	8
CCN(C1=NS(=O)(=O)c2ccccc21)N(CC)S(=O)(=O)c1ccc(C)cc1	6	3	2	0	-1	6	5	-5	-7
CC(C)n1nc(C(=O)Nc2nnc(SCc3c(Cl)cccc3Cl)s2)c2ccccc2c1=O	1	-1	40*	-1	-1	-5	-7	8	12
O=C(CN1CCN(c2ccccc2)CC1)N1N=CCC1c1ccccc1 (centres undefined)	4	0	2	-2	4	-3	0	2	-1
O=C(NC1CC1)C1=C[C@@H](c2coc3ccccc3c2=O)C[C@@H](OCc2ccc(CO)cc2)O1	9	-8	-7	1	1	4	-2	4	13
CCn1c(SCC(=O)N(C)C2CCS(=O)(=O)C2)nnc1-c1ccccc1 (centres undefined)	4	-1	-1	2	7	0	7	-1	10
CCCc1c(C(=O)N/N=C/c2cccc3ccccc23)nnn1-c1nonc1N	-10	-6	2	-5	1	13	10	6	16
CCOc1ccc2nc(N3CCCC(C(=O)NC4CCCC4)C3)sc2c1 (centres undefined)	7	3	2	2	2	13	0	-2	8
C=CC[C@H](CC(=O)OC(C)(C)C)C(=O)OC[C@H]1CCCN1C(=O)[C@@H](CC=C)CC(=O)N(CCO)Cc1ccccc1	0	x	-3	x	4	x	2	4	20
Cc1cc(=O)n2nc(N3CCCC(C(=O)NC4CCC(C)CC4)C3)sc2n1 (centres undefined)	-3	0	3	7	0	2	5	-1	16
O=C(CSc1nnc2ccc(-c3ccncc3)nn12)c1cccs1	10	-3	6	-4	6	5	3	-6	7
CCN(CC)C(=O)C1CCN(Cc2cn(C)nc2-c2ccc(Oc3ccccc3)cc2)CC1	1	-9	1	-7	7	-2	-2	3	9

# Some entries already given, showing only LYPLA2 inh, PAFAH1B2 FP inh and PAFAH2 FP inh.
canonical_smiles | LYPLA2 inh | PAFAH1B2 FP inh | PAFAH2 FP inh
O=C(NC1CC1)C1=C[C@@H](c2coc3ccccc3c2=O)C[C@@H](OCc2ccc(CO)cc2)O1 | 1 | 1 | -7
CCn1c(SCC(=O)N(C)C2CCS(=O)(=O)C2)nnc1-c1ccccc1 (centres undefined) | 2 | 7 | -1

# Continuation.
molecule	pPAFAH inh	LYPLA1 inh	PAFAH2 FP inh	LYPLA2 inh	PAFAH1B2 FP inh	GSTO1 counter	PAFAH1B3 inh	PAD4 FP inh	PREPL inh
CC(C)CNS(=O)(=O)c1ccc(OCC(=O)Nc2ccc3c(c2)OCCO3)cc1	10	-3	-2	8	-4	2	5	2	2
COc1ccc(S(=O)(=O)N2CCOCC2)cc1NC(=O)CSc1cccc[n+]1[O-]	0	6	8	7	4	30	4	0	-2
COc1ccc(-c2nnn(CC(=O)Nc3ccc4c(c3)OCCO4)n2)cc1OC	1	-3	2	0	-6	x	7	-1	1
O=C(CS(=O)(=O)Cc1ccccc1)Nc1ccccc1Cl	5	1	11	1	0	7	1	4	6
COc1ccccc1C1C(C(=O)c2cc3ccccc3o2)=C(O)C(=O)N1CCN(C)C (centres undefined)	3	5	2	0	-4	-5	5	-1	7
Cc1onc(C(=O)/C=C/N(C)C)c1C(=O)Nc1nccs1	-7	-1	4	-2	10	1	5	3	-9
O=C(NCc1cccnc1)C1CCN(S(=O)(=O)c2cccc(C(F)(F)F)c2)CC1	1	0	1	11	6	x	2	5	8
CCOCC(=O)Nc1ccc2c(c1)OCCO2	-3	-2	-1	-1	6	20	5	-3	6
O=C(CCn1nc(-c2ccccc2)c2ccccc2c1=O)NN1CCOCC1	2	0	-2	-4	7	0	-2	-1	-1
O=S(=O)(NC1CC1)c1ccc(S(=O)(=O)N(Cc2ccccn2)C2CCCC2)cc1	1	-5	6	-4	9	10	3	0	9
CCOc1ccc(NC(=O)c2cc3ccccc3cc2OC)cc1	13	1	-12	7	-2	-9	15	3	17
O=C(NCCN1CCOCC1)c1cc(-c2ccc(Cl)s2)nc2ccccc12	3	-2	0	1	-1	-1	4	1	-4
CSC1=N/C(=C\C=C\c2cccs2)C(=O)S1	22	-1	7	2	5	5	-4	-8	17
Cc1cccc(N=Nc2c(C)c(C#N)c(O)[nH]c2=O)c1	-1	-3	13	-4	0	-1	9	-6	5
COc1ccc(NC(=O)Nc2nnc(C(C)(C)C)s2)cc1	12	2	5	2	12	11	1	1	17

# A draw from above in order of formula weight, smallest number first.
molecule	pPAFAH inh	LYPLA1 inh	PAFAH2 FP inh	LYPLA2 inh	PAFAH1B2 FP inh	GSTO1 counter	PAFAH1B3 inh	PAD4 FP inh	PREPL inh
CCOCC(=O)Nc1ccc2c(c1)OCCO2	-3	-2	-1	-1	6	20	5	-3	6
CSC1=N/C(=C\C=C\c2cccs2)C(=O)S1	22	-1	7	2	5	5	-4	-8	17
Cc1cccc(N=Nc2c(C)c(C#N)c(O)[nH]c2=O)c1	-1	-3	13	-4	0	-1	9	-6	5
COc1ccc(NC(=O)Nc2nnc(C(C)(C)C)s2)cc1	12	2	5	2	12	11	1	1	17
O=C(CS(=O)(=O)Cc1ccccc1)Nc1ccccc1Cl	5	1	11	1	0	7	1	4	6
O=C(CCn1nc(-c2ccccc2)c2ccccc2c1=O)NN1CCOCC1	2	0	-2	-4	7	0	-2	-1	-1
COc1ccc(-c2nnn(CC(=O)Nc3ccc4c(c3)OCCO4)n2)cc1OC	1	-3	2	0	-6	x	7	-1	1
O=C(NCCN1CCOCC1)c1cc(-c2ccc(Cl)s2)nc2ccccc12	3	-2	0	1	-1	-1	4	1	-4
CC(C)CNS(=O)(=O)c1ccc(OCC(=O)Nc2ccc3c(c2)OCCO3)cc1	10	-3	-2	8	-4	2	5	2	2
O=C(NCc1cccnc1)C1CCN(S(=O)(=O)c2cccc(C(F)(F)F)c2)CC1	1	0	1	11	6	x	2	5	8
O=S(=O)(NC1CC1)c1ccc(S(=O)(=O)N(Cc2ccccn2)C2CCCC2)cc1	1	-5	6	-4	9	10	3	0	9
COc1ccc(S(=O)(=O)N2CCOCC2)cc1NC(=O)CSc1cccc[n+]1[O-]	0	6	8	7	4	30	4	0	-2

# Other compounds:
molecule	pPAFAH inh	LYPLA1 inh	PAFAH2 FP inh	LYPLA2 inh	PAFAH1B2 FP inh	GSTO1 counter	PAFAH1B3 inh	PAD4 FP inh	PREPL inh
Cc1c(/C=N/O)c2ccccn2c1C=O	2	6	-1	3	8	5	13	0	1
COc1cc(NC(=O)c2onc(C)c2Cl)c(OC)cc1Cl	-4	1	6	5	-2	0	4	-1	8
CCCCCn1nc(C(=O)N(CC(C)C)c2c(N)n(CCCC)c(=O)[nH]c2=O)c2ccccc2c1=O	2	0	5	2	4	5	8	-3	-6
COC(=O)C1CCN(C(=O)c2oc3c(Cl)cc(C)cc3c2C)CC1	4	0	5	-4	1	-4	3	2	19
O=C(NCCOc1ccc(F)cc1)C1CCC(=O)N(CCCN2CCCC2=O)C1 (centres undefined)	0	3	-2	-2	-2	0	8	6	18
CC(C)(C)CC(C)(C)N=C1NS(=O)(=O)c2cc([N+](=O)[O-])ccc21	0	5	9	3	4	6	8	-3	9
COC(=O)CCC(=O)Nc1cccc(C(=O)Nc2cccc(Cl)c2)c1	-5	-7	-8	-5	-2	0	3	-1	9
CC1CN(c2ccc(Cl)cc2[N+](=O)[O-])CCN1S(C)(=O)=O (centres undefined)	7	3	7	-2	1	-3	8	-5	-14
O=C(Cn1nc(-c2ccccc2)c2ccccc2c1=O)NCCN1CCOCC1	0	0	-3	2	-4	3	1	-1	12
COc1cc(C2N(Cc3ccccc3)CCN2Cc2ccccc2)ccc1OC(C)=O	6	0	0	6	4	0	2	-1	-2
CCOc1ccccc1C1CC(=O)NC(SCC(=O)Nc2nccs2)=C1C#N (centres undefined)	1	1	-7	2	-1	2	2	0	-4
COC(=O)N/N=C/c1ccc([N+](=O)[O-])s1	3	0	-12	0	3	6	6	0	5
COc1ccc(/C=N/Nc2cc(N(C)C)nc(N(C)C)n2)cc1	5	-2	7	-1	9	52*	2	-9	7
COc1ccc(Nc2nnc(SCC(=O)c3cc(C)n(CC4CCCO4)c3C)s2)cc1 (centres undefined)	13	-6	-1	1	-6	7	1	-1	20
O=C(COc1ccc(Cl)cc1Cl)NN=C1c2ccccc2-c2ccccc21	0	-2	0	-5	1	-6	16	2	5
